# High-throughput results: PubChem, Sanford-Burnham Center for Chemical Genomics
# Apaf-1 inh: blocks human Apaf-1 apoptosome activity | inhibition, % at 20 µM | reconstituted apoptosome caspase-3 activity, DEVD-Rh110 fluorescence | AID 489030 | 0.71% of 330,000 active | O14727; active = inhibition of at least 40% at 20 µM;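 also: plate controls were DMSO wells for no effect and DEVD-CHO caspase inhibitor wells for full effect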
#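 System – cell-free apoptosome with Apaf-1, procaspase-3 and caspase-9 · Buffer or medium – pH 7.5 Hepes buffer with CHAPS, BSA, DTT · Also added – cytochrome c with DEVD-Rh110 · Times – 30 min compound preincubation, 50 min activation, room temperature · Technique – Rh110 fluorescence intensity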
# SENP8 block-1: blocks human SENP8 cleavage of Nedd8 substrate. Q96LD8. recombinant SENP8, Nedd8 substrate fluorescence. inhibition, % at 20 µM. 0.64% of 360,000 active. AID 602440; in the data active = inhibition mostly above about 40%, no sharp cut-off; inactive = mostly below about 27%
# Target sequence (Q96LD8 whole entry, looked up): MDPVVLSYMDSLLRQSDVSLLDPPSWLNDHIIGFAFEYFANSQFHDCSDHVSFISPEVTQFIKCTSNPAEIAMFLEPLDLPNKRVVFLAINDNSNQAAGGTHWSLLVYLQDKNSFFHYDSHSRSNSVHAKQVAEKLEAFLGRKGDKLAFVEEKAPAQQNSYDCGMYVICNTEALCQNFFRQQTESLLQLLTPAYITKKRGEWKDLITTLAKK
# SENP7 block: blocks the human protease SENP7. inhibition, % at 5 µM. Q9BQF6. 1.5% of 330,000 active. AID 434973. recombinant SENP7, Z-RLRGG-aminoluciferin luminescence, 40 min;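 active = inhibition above about 50% at the single test dose, limit read from the data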;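 also: plate controls were DMSO with enzyme for no effect and no enzyme buffer wells for full effect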
# SENP1 FRET inh: blocks the human SENP1 SUMO protease catalytic domain | Q9P0U3 | recombinant SENP1 catalytic domain, CyPet-SUMO1-YPet FRET cleavage | inhibition, % at 10 µM | 0.21% of 360,000 active;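 active = inhibition at least 30% at 10 µM, raw YFP signal under a set limit, fluorescence ratio 0.5 to 1.5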;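 also: 0% = enzyme with DMSO and 100% = no enzyme wells; some results filed as inactive read as strong as hits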
# Target sequence (Q9P0U3 419-644 limits assumed): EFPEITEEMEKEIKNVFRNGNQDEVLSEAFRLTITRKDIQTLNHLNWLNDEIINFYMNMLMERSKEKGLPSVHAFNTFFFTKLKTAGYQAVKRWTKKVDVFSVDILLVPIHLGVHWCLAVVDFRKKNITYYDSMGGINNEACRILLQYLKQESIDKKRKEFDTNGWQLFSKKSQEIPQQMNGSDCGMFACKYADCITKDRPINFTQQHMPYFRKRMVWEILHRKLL
#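 Material – human SENP1 catalytic domain · Input – SENP1 enzyme, 20 pM final · Compound dosing – single concentration of 10 µM compound, 0.5% DMSO final · Timing – enzyme reaction for 50 min at room temperature, dark · Measured by – FRET fluorescence in CFP and YFP emission channels · Control set – no-enzyme wells low, DMSO-plus-enzyme wells high control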
# UBC13 polyUb: blocks human UBC13 polyubiquitin chain formation | inhibition, % at 20 µM | 0.47% of 330,000 active | P61088 | TR-FRET; in the data active = inhibition above about 45%, passing the limit was not always enough
# SENP8 block-2: blocks the human protease SENP8; inhibition, % at 10 µM; AID 2540; 1.2% of 330,000 active; purified SENP8, Z-RLRGG-aminoluciferin cleavage, luminescence; Q96LD8; in the data active = inhibition above about 50%
# SENP6 block: SENP6 protease inhibition. 1.8% of 330,000 active. AID 2599. Recombinant SENP6 catalytic domain, aminoluciferin luminescence. inhibition, % at 10 µM. Q9GZR1;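 active = inhibition above about 50% at the single tested dose, limit read from the data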;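 also: plate controls were DMSO wells with enzyme for no effect and DMSO wells lacking enzyme for full effect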
# Target sequence (Q9GZR1 628-1112 limits assumed): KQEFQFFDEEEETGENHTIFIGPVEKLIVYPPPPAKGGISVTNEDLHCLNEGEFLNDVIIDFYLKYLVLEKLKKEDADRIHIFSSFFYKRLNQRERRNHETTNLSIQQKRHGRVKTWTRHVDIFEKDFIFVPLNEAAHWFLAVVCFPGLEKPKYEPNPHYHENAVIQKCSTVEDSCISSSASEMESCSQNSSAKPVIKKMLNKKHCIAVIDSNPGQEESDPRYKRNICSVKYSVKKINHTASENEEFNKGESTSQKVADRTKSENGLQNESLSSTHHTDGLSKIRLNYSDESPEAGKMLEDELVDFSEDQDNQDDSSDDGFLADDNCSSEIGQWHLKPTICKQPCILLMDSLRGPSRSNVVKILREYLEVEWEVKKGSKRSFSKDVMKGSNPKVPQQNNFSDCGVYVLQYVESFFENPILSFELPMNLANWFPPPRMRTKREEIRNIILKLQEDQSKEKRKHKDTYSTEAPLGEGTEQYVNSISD
# A3G deaminase: APOBEC3G (human) deaminase inhibition | inhibition, % at 20 µM | AID 493012 | recombinant A3G, ssDNA deamination FAM/TAMRA fluorescence | 0.28% of 330,000 active;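 active = inhibition of at least 40% at 20 µM, with no more than 30% in the related APOBEC3A deaminase screen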;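 also: plate controls were DMSO wells with A3G for no effect and wells lacking A3G enzyme for full effect; some compounds called inactive have numbers as strong as hits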
# Numbers without * were called inactive; i = inactive.
# Abbreviations: A = Apaf-1 inh; B = SENP8 block-1; C = SENP7 block; D = SENP1 FRET inh; E = UBC13 polyUb; F = SENP8 block-2; G = SENP6 block; H = A3G deaminase
COC(=O)c1cn(NC(=O)c2cccc(F)c2)c(=O)c2ccccc12
  A: 7.1	B: 11.1	C: 0.7	D: 2.6	E: 0.2	F: -2.2	G: -6.4	H: -1.0
CCOC(=O)c1ccc(NC(=O)C2CCN(S(=O)(=O)CC)CC2)cc1
  A: 6.3	B: 3.9	C: 4.0	D: 2.3	E: 1.3	F: -4.4	G: 3.6	H: 1.0
Cn1c(SCc2ccc3c(c2)OCO3)nnc1-c1ccccc1
  A: 1.7	B: 19.6	C: -6.2	D: -1.0	E: 9.0	F: -10.8	G: -19.0	H: -8.3
C#CCOCCOCCOCCNc1nc(N2CCN(C(=O)C([C@@H](C)O)n3cc([C@@H](N)CCCCN)nn3)CC2)nc(N2CCN(C(=O)[C@H](CCCN=C(N)N)n3cc(C(N)[C@@H](C)CC)nn3)CC2)n1 (stereo partly specified)
  A: 46.2*	B: 11.8	C: -9.8	D: 0.5	E: 101.3*	F: 1.7	G: -13.1	H: -5.7
O=C(Cc1ccccc1)NCC(=O)OCc1ccccc1F
  A: -1.2	B: 12.2	C: -3.5	D: -0.9	E: 0.8	F: 0.7	G: -4.8	H: -3.2
O=C(NCC(=O)N(c1ccccc1)C(C(=O)NC1CCCC1)c1cccnc1)c1ccco1 (stereo unspecified)
  A: 9.4	B: 20.8	C: -4.8	D: 2.7	E: -11.9	F: -5.8	G: -8.0	H: -7.7
Cc1ccc(CSCC(=O)Nc2cc(S(=O)(=O)N3CCOCC3)ccc2OC(C)C)cc1
  A: 26.4	B: 11.6	C: -4.0	D: 1.8	E: -4.0	F: -5.8	G: -1.7	H: -2.5
COc1ccccc1-c1ccc(SCC(=O)NC2CCCCC2)nn1
  A: 2.9	B: 3.1	C: 16.4	D: 1.9	E: -7.6	F: -3.4	G: -6.3	H: -3.5
CCOC(=O)C1CCCN(C(=O)c2c(-c3ccccc3Cl)noc2C)C1 (stereo unspecified)
  A: -0.2	B: 5.4	C: 0.7	D: 0.9	E: 6.7	F: -2.3	G: -12.1	H: -5.0
Cc1cc(C)c2c(n1)sc1c(N3CCCCC3)ncnc12
  A: 13.6	B: -431.6	C: 3.0	D: 3.1	E: 15.7	F: -0.6	G: 4.1	H: -2.9
O=C(CN1C(=O)c2ccccc2C1=O)OCC(=O)N1CCCCC1
  A: -4.6	B: 9.1	C: -0.4	D: -1.1	E: 0.3	F: 5.1	G: -8.8	H: -1.9
CCOc1ccc2nc(NS(=O)(=O)c3ccc(NC(C)=O)cc3)sc2c1
  A: 6.8	B: 16.5	C: 2.9	D: 0.5	E: -4.1	F: 0.8	G: 11.4	H: -2.3
Nc1nonc1-n1nnc(C(=O)N/N=C/c2ccc(Br)cc2)c1CN1CCOCC1
  A: 1.8	B: 9.4	C: -1.9	D: 2.8	E: 7.4	F: -7.9	G: 0.6	H: -2.9
O=C(NC1CCCCC1)c1cc(S(=O)(=O)N2CCCC2)ccc1Cl
  A: 6.6	B: 2.8	C: -0.9	D: 0.2	E: -0.1	F: 5.2	G: -15.1	H: -7.1
CCn1cnc2c(Nc3cccc(Cl)c3)nc(C#N)nc21
  A: -15.7	B: i	C: -6.7	D: -7.9	E: 4.8	F: -0.5	G: 7.8	H: -0.7
Nn1c(SCC(=O)NCC2CCCO2)nnc1-c1ccc(OC(F)F)cc1 (stereo unspecified)
  A: 3.2	B: 5.8	C: -20.8	D: 3.1	E: -8.3	F: 1.1	G: -4.7	H: -1.8
Cc1cc(=O)[nH]c(N/N=C/c2ccc(C)o2)n1
  A: -2.9	B: 10.2	C: 5.5	D: -0.3	E: -16.5	F: -0.4	G: -4.4	H: -3.2
Cc1nn(-c2ccc(N3CCOCC3)nn2)c(C)c1CCC(=O)N1CCN(C)CC1
  A: -3.6	B: 4.2	C: 3.9	D: 2.6	E: -6.4	F: 9.0	G: 5.9	H: -3.3
CCC(C)CCN1C(N(C)C)=NC[C@@H]1Cc1ccccc1 (stereo partly specified)
  A: -7.3	B: 14.4	C: 8.9	D: -1.4	E: -0.2	F: -11.3	G: 0.1	H: -7.4
CCOc1ccc(NC(=O)c2ccc(NC(=S)NC3CC3)cc2)cc1
  A: -15.6	B: 1.7	C: 6.0	D: 0.3	E: 2.5	F: -5.0	G: 14.7	H: -8.4
CN1CCN(c2ccc([N+](=O)[O-])cc2NC(=O)c2ccccc2)CC1
  A: -15.0	B: 25.6	C: -2.3	D: -0.1	E: 3.3	F: -1.8	G: -3.8	H: -2.9
COc1ccccc1OCC(=O)N1CCN(C(=O)COc2ccccc2OC)CC1
  A: 1.4	B: 3.4	C: 1.1	D: 0.3	E: -0.1	F: -1.8	G: -5.8	H: -7.3
O=C(CCc1ccc(S(=O)(=O)N2CCOCC2)cc1)OCC(=O)c1ccccc1
  A: 4.5	B: 15.6	C: -11.6	D: -4.4	E: -3.7	F: -10.1	G: -2.3	H: -4.8
O=C(NNC(=O)c1ncc(Cl)c(Cl)c1Cl)c1ccc(F)cc1
  A: 3.9	B: 5.1	C: -4.5	D: 0.5	E: -8.4	F: -10.7	G: 17.4	H: -8.9
CCOC(=O)N1CCN(C(=O)Nc2ccccc2)CC1
  A: -12.0	B: 2.5	C: -3.9	D: 0.4	E: 23.8	F: -0.5	G: -9.0	H: -6.2
CCN(c1ccc(OC)cc1)S(=O)(=O)c1nnc(NC(=O)c2ccco2)s1
  A: 4.2	B: -130.6	C: -14.4	D: -16.0	E: -8.7	F: 7.5	G: -3.9	H: -2.8
CC1(C)CC(=O)C(N=Nc2ccc(OC(F)F)cc2)=C(O)C1
  A: 5.8	B: 17.9	C: 14.5	D: 3.5	E: -3.4	F: 5.7	G: -0.6	H: 0.1
O=Cc1cccc(OC(=O)/C=C/c2ccco2)c1
  A: 17.9	B: 8.3	C: -5.6	D: 0.9	E: 6.9	F: -12.6	G: -12.1	H: 71.7
CS(=O)(=O)N(CC(=O)Nc1cccnc1)c1ccc2c(c1)OCCO2
  A: -15.0	B: 16.8	C: 5.1	D: 2.5	E: 2.7	F: -2.9	G: -28.9	H: -4.6
CCc1nnc(SCc2ccc(CSc3nnc(CC)n3N)cc2)n1N
  A: 0.3	B: 7.1	C: 6.4	D: -4.7	E: 3.5	F: -0.8	G: -8.9	H: 1.1
Cc1cc(C)c(C)c(S(=O)(=O)N2CCN(CC(=O)Nc3sccc3C#N)CC2)c1C
  A: 12.6	B: 8.5	C: -4.4	D: -5.3	E: 5.9	F: 0.6	G: 7.3	H: -3.5
CCOc1ccc(C(=O)NCCN2CCOCC2)cc1
  A: -10.2	B: 12.3	C: 2.3	D: 1.9	E: 0.9	F: 6.5	G: 9.6	H: -7.0
CCn1cc(C(=O)NN)c(=O)c2cc(F)c(N3CCN(C)CC3)cc21
  A: 6.6	B: -19.7	C: 1.5	D: 0.4	E: 9.7	F: 6.4	G: -6.4	H: -4.1
CN1CCN(NC(=O)Nc2ccc(Br)cc2)CC1
  A: -3.4	B: 16.6	C: -9.9	D: 2.5	E: -3.8	F: -1.1	G: -4.6	H: -8.9
CCN(CC)c1ccc(NC(=O)OC)cc1
  A: 5.1	B: 13.4	C: -3.7	D: 6.3	E: -19.8	F: -8.3	G: -7.4	H: -2.2
CC(C)C[C@H](NC(=O)c1[nH]cnc1C(=O)N[C@@H](C)C(=O)OC(C)(C)C)C(=O)OC(C)(C)C
  A: 29.0	B: 5.3	C: -4.7	D: 3.3	E: -3.3	F: -0.4	G: -6.1	H: -0.5
CC1CC(C)CN(S(=O)(=O)c2ccc(NC(=O)CCN3C(=O)C4CC=CCC4C3=O)cc2)C1 (stereo unspecified)
  A: 14.8	B: 10.3	C: -2.5	D: 1.7	E: -2.1	F: -14.7	G: -4.2	H: -7.1
Cc1cccc(NCc2nc3ccccc3n2C)c1
  A: -4.8	B: 15.3	C: 55.8*	D: 1.0	E: -7.4	F: 28.5	G: 50.3*	H: -7.3
NS(=O)(=O)c1ccc(CCNC(=O)c2ccc(NS(=O)(=O)c3ccc4[nH]c(=O)[nH]c4c3)cc2)cc1
  A: 4.1	B: 15.0	C: -5.5	D: -1.4	E: 0.6	F: 1.7	G: -0.7	H: -14.9
CCN(CC)S(=O)(=O)c1cccc(NC(=O)COC(=O)C2COc3ccccc3O2)c1 (stereo unspecified)
  A: -2.3	B: 17.9	C: 8.0	D: 2.5	E: 13.2	F: -0.2	G: 7.5	H: -6.2
COC(=O)c1[nH]c2ccc(C)cc2c1NC(=O)CN1CCCc2ccccc21
  A: 29.8	B: -225.9	C: -12.6	D: -1.2	E: -0.3	F: -6.4	G: -1.0	H: -5.9
COc1ccc(Br)c(C(=O)Nc2nc3ccccc3[nH]2)c1
  A: 2.4	B: 10.8	C: -6.0	D: 1.9	E: -5.0	F: -28.2	G: -30.2	H: 4.8
CC1(C)OC(=O)C=C[C@]2(C)[C@H]3CC[C@@]4(C)[C@H](C(=O)O)OC(=O)[C@H]5O[C@]54[C@]3(C)C(=O)C[C@@H]12
  A: 3.9	B: 5.6	C: -1.2	D: 0.1	E: -2.2	F: 2.2	G: 6.8	H: -5.7
COc1ccc(S(=O)(=O)N2CCOCC2)cc1NC(=O)CCCOc1ccccc1
  A: -3.0	B: 0.9	C: -2.9	D: -5.3	E: 2.4	F: 12.5	G: 9.0	H: -8.9
Cc1nc(-c2ccccc2)sc1C(=O)/C=C/c1ccc(Cl)cc1
  A: 23.9	B: 13.0	C: -5.6	D: 1.9	E: -5.7	F: -4.3	G: -10.4	H: 0.4
Nc1cc(=O)[nH]c(SCC(=O)Nc2cc(S(=O)(=O)N3CCCCCC3)ccc2Cl)n1
  A: 3.9	B: 1.8	C: 1.9	D: -1.9	E: -2.6	F: -0.4	G: -3.7	H: -0.3
CNC(=S)N1N=C(c2ccc(Br)cc2)CC1c1ccc(OC)cc1 (stereo unspecified)
  A: 6.6	B: 7.4	C: -3.4	D: 1.7	E: 4.6	F: -5.1	G: 6.8	H: -6.4
COc1ccc(-c2nnc3sc(C4CCCCC4)nn23)cc1OC
  A: 9.6	B: 23.4	C: -5.1	D: 0.1	E: 5.8	F: -1.9	G: -15.2	H: 16.3
COc1ccc(CCC(=O)NCCS(=O)(=O)N2CCN(c3ccc(F)cc3)CC2)cc1
  A: 10.8	B: -1.3	C: 8.3	D: 1.1	E: -0.1	F: -0.2	G: -1.4	H: 15.0
Cc1cc(C)cc(NC(=S)NCc2ccc3[nH]c4c(c3c2)CCCC4)c1
  A: 14.2	B: -91.3	C: 2.4	D: -59.2	E: -0.3	F: -7.9	G: -6.5	H: -8.2
NS(=O)(=O)c1ccc(NC(=O)NC2CCCCC2)cc1
  A: 0.8	B: 18.2	C: -2.1	D: -1.1	E: 3.0	F: 6.1	G: -14.9	H: -12.1
Cc1ccc(C(=O)COC(=O)c2cc(Cl)nc3ccccc23)cc1
  A: 8.3	B: -34.2	C: 2.0	D: 0.5	E: 13.3	F: -7.0	G: 4.4	H: -3.2
